# KCNK3 block: human KCNK3 channel inhibitors, primary screen, CHO cells, FluxOR thallium flux, B-score. Potassium channel subfamily K member 3 (Homo sapiens), O14649. FluxOR fluorescence; hits give low values. B-score at 10 µM. 340,000 tested, 0.84% active. AID 602410, 2012;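 active = B-score under library mean minus 4 SD, starting fluorescence ratio at most library mean plus 5 SD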;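 also: more negative B-score means stronger inhibition of thallium flux through KCNK3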
# Target sequence (O14649 whole entry, looked up): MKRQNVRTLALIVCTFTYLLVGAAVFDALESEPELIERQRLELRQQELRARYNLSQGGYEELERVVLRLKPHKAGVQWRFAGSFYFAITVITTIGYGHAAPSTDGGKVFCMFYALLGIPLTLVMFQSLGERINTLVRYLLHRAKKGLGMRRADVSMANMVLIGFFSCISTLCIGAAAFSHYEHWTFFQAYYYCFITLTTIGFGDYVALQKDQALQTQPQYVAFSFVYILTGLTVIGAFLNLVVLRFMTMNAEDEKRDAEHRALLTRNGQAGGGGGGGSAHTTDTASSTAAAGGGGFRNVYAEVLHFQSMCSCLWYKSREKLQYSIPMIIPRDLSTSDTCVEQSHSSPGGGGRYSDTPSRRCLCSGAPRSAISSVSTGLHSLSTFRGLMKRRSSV
# TMEM16A act: TMEM16A chloride channel activators or potentiators, primary screen, cell-based, HTS; B-score at 10 µM; AID 623877, 2012; HEK293 TMEM16A/YFP-H148Q/I152L, iodide quench fluorescence; hits give low values; 340,000 tested, 0.3% active;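 active = fluorescence-ratio B-score plate-corrected deviation score at least 3 library SD below zero, with starting fluorescence score within 5 deviations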;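 also: channel opened by trigger with iodide after compound preincubation; score built on the fluorescence ratio of max minus min over baseline; more negative score means more quench and so TMEM16A activation or potentiation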
# hERG protect: hERG rescue from dofetilide block, primary screen, cell-based, CHO-hERG, FluxOR thallium flux, dofetilide IC70. dofetilide IC70 present. activation (rescue from dofetilide block), less the hit threshold, % at 10 µM. 310,000 tested, 0.51% active;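 active = activation above the mean of controls blocked by dofetilide plus 5 SD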;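 also: thallium influx through hERG after potassium depolarization seen as dye fluorescence rise; in these data hits start at about 4.7%; inactives centre near -7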
# ANO1 block: TMEM16A chloride channel inhibitors, primary screen, cell-based, HTS; 310,000 tested, 1.2% active; AID 588511, 2011; normalized B-score (activity score, 25-100; higher = stronger inhibition) at 10 µM; HEK293 TMEM16A/YFP iodide influx fluorescence, ionomycin;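 active = ratio plate-corrected score three or more library SD toward inhibition, starting fluorescence score within five deviations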;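 also: score derived from kinetic fluorescence span divided by baseline fluorescence per well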
# RGS4 block: RGS4 inhibitors, primary screen, cell-based, HEK293 M3R inducible RGS4, calcium flux | Regulator of G-protein signaling 4 (Homo sapiens), P49798 | Fluo-4 calcium flux; hits give high values; triggered by carbachol at its EC20 | B-score at 10 µM | 310,000 tested, 0.45% active | AID 463165, 2010;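 active = B-score, a plate-corrected calcium signal, over three deviations above library mean, with baseline fluorescence within five deviations of library mean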;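 also: RGS4 expression induced by doxycycline in cells with stable M3 receptor; B-score is computed from the integrated fluorescence ratio over baseline after carbachol; higher B-score means a larger calcium signal and so more RGS4 inhibition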
# Target sequence (P49798 whole entry, looked up): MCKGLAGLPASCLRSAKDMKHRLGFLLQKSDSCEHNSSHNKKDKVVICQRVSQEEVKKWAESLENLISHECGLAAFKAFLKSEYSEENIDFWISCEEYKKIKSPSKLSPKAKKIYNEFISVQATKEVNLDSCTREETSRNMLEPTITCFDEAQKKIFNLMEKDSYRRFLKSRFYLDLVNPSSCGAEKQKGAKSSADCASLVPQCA
# KCNK9 block: KCNK9 potassium channel inhibitors, primary screen, HEK293 cells, thallium flux | Potassium channel subfamily K member 9 (Homo sapiens), Q9NPC2 | 310,000 tested, 1.2% active | B-score at 10 µM | FluxOR thallium flux fluorescence; hits give low values | AID 488922, 2010;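 active = ratio B-score over 3 SD below the library mean, with starting fluorescence within 5 SD of its mean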;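 also: negative B-score means less thallium flux so channel inhibition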
# Target sequence (Q9NPC2 whole entry, looked up): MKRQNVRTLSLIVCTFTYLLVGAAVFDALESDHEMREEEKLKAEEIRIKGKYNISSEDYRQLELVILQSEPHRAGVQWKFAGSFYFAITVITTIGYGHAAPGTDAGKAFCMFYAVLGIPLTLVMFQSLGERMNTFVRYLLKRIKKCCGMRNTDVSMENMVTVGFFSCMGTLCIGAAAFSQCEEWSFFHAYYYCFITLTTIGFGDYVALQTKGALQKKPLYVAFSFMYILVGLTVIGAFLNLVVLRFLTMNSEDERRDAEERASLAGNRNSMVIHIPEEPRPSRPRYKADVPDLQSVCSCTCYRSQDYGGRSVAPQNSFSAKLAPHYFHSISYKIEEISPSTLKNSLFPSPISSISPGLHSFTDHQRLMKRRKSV
# KCNQ1 block: inhibitors of human KCNQ1 channel, primary screen, cell-based, thallium flux, high-throughput. AID 2642, 2010. Potassium voltage-gated channel subfamily KQT member 1 (Homo sapiens), P51787. CHO-K1 KCNQ1, FluxOR thallium flux fluorescence; hits give high values. B-score at 10 µM. 310,000 tested, 1.3% active;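 active = compounds whose thallium flux B-score, printed positive for inhibition, exceeds three library SD while starting fluorescence stays within three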;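 also: channel opened by potassium depolarization with thallium stimulus after 20 min compound exposure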
# KCNQ1 act: potentiators or activators of KCNQ1 channel, primary screen, cell-based, thallium flux, high-throughput. Potassium voltage-gated channel subfamily KQT member 1 (Homo sapiens), P51787. CHO-K1 KCNQ1, thallium flux FluxOR fluorescence; hits give high values. B-score at 10 µM. 310,000 tested, 0.35% active;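 active = fluorescence ratio B-score, a plate-corrected score, at least three library SD, with initial intensity B-score within 5 SD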
#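 Assay system: CHO-K1 cells stably expressing KCNQ1; Medium: assay buffer with matched DMSO; Also added: K+/Tl+ depolarizing stimulus; Dosing: single dose; Timing: dye 90 min, compound 20 min, room temperature; Measured by: kinetic FluxOR thallium fluorescence, 10-s 1-Hz baseline, 110-s post-stimulus read; Read-out: peak-minus-minimum fluorescence over initial fluorescence, negative-control normalized, B-scored.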
# RGS4 pot: RGS4 potentiators or activators, primary screen, cell-based, HEK293 M3R inducible RGS4, calcium flux; 310,000 tested, 0.92% active; B-score at 10 µM; carbachol calcium flux Fluo4; hits give low values; AID 463111, 2010;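 active = B-score of the integrated calcium signal more than 4 SD below the library mean, with starting fluorescence not abnormally high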;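 also: negative B-score means reduced calcium response which marks RGS4 activation or potentiation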
#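 Material: Inducible-RGS4 HEK293 cells carrying M3 receptor; also added: carbachol at ECmax as muscarinic agonist stimulus; incubation: compound preincubation 20 min at room temperature before agonist; signal: Fluo4-AM (2 µM) calcium-flux fluorescence, kinetic read; measure: integrated calcium ratio converted to B score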
# HDAC3 inh: HDAC3 deacetylase inhibitors, primary screen, biochemical, fluorescence, cell-free homogeneous; 320,000 tested, 0.15% active; inhibition, % at 8.3 µM; Histone deacetylase 3 (Homo sapiens), O15379; recombinant HDAC3, fluorogenic peptide/trypsin coupled; in the data active = inhibition above about 26%, passing the limit was not always enough; inconclusive = no clear call, values can overlap the other calls
# SKKanGAS inh: S. pyogenes SKKanGAS growth inhibitors in kanamycin, primary screen, streptokinase expression inhibitor project, SKKanGAS strain, BacTiter-Glo luminescence; 6 h; inhibition, % at 7.5 µM; 300,000 tested, 1.3% active; AID 1662, 2009;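 active = mean replicate score, as percent of positive control median, at least 50; inconclusive = mean below 50 but one replicate at or above 50; inactive = mean and every replicate below 50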;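 also: strain carries kanamycin resistance gene driven by streptokinase promoter and grows in 40 µg/ml kanamycin; loss of luminescence reflects streptokinase promoter inhibition or plain growth inhibition; 0% = median of DMSO wells and 100% = positive control at its reference dose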
# Starred values were filed as active, the others as inactive; i = inactive; u = inconclusive; x = no result given.
# Sequence of screens – KCNK3 block, TMEM16A act, hERG protect, ANO1 block, RGS4 block, KCNK9 block, KCNQ1 block, KCNQ1 act, RGS4 pot, HDAC3 inh, SKKanGAS inh
- CCOC(=O)N1CCN(C(=O)c2ccc(CN(c3ccc(C)c(C)c3)S(C)(=O)=O)cc2)CC1
→ i, i, 4.6*, i, i, i, i, i, i, -1, -8
- CCOC(=O)c1c(NC(=O)Cn2ccsc2=N)sc(C)c1C
→ i, i, -11, i, i, i, i, i, i, 7, -3
- C=Cn1c(C(=O)O)cc(CC)c1-c1ccccc1
→ i, i, -10, i, i, i, i, i, i, 3, 10
- CCOC(=O)c1sc2nc(C)n(N)c(=O)c2c1C
→ i, i, -4, i, i, i, i, i, i, 5, 18
- O=C(COC(=O)Cn1cnc2ccccc2c1=O)NCC12CC3CC(CC(C3)C1)C2
→ i, i, -17, i, i, i, i, i, i, 0, -3
- CSc1nc2ccccc2n1CC(=O)N1CCCCC1
→ i, i, -4, i, i, i, i, i, i, -4, 5
- CC(=O)N(C)c1nnc(-c2cnccn2)s1
→ i, i, -12, i, i, i, i, i, i, -7, -2
- Cc1cccc(-c2nnc(SCCC(=O)N3CCOCC3)o2)c1
→ i, i, -9, i, i, i, i, i, i, -1, -8
- Nc1ccc(C(=O)OCC(=O)NC2CC2)cc1[N+](=O)[O-]
→ i, i, -11, i, i, i, i, i, i, 4, -6
- CC(C)c1ccccc1NC(=S)NCCCn1ccnc1
→ i, i, -19, i, i, i, i, i, i, -1, -11
- C/C(=N\NC(=O)c1cc(C2CC2)nc2ccccc12)c1ccc(C)s1
→ i, i, -1, i, i, i, i, i, i, 0, -4
- CCc1c(C)nc(SCC(=O)Nc2ccc3c(c2)OCCO3)[nH]c1=O
→ i, i, -3, i, i, i, i, i, i, -3, 2
- Cc1ccc(NC(=O)C2=CC(c3cccs3)=NS(=O)(=O)N2C)cc1
→ i, i, -3, i, i, i, i, i, i, 9, 0
- CSc1cccc(CN2CCN(Cc3ccc(F)c(F)c3)C(CCO)C2)c1 (configuration not stated)
→ i, i, -11, i, i, i, i, i, i, 0, 2
- CCc1nn(CCCC(=O)Nc2ccc(C)c(C)c2)c(=O)c2cc3occc3n12
→ i, i, -17, i, i, i, i, i, i, 6, 2
- CCOc1ccc(OCc2cccc(C(=O)N3CCOCC3)c2)cc1
→ i, i, -7, i, i, i, i, i, i, 4, 6
- O=C(Oc1ccc2ccc(O)cc2c1)C1CCCCC1
→ i, i, -3, i, i, i, i, i, i, u, 0
- Cc1cccc(N2CCN(C(=O)C3COc4ccccc4O3)CC2)c1C (configuration not stated)
→ i, i, 0, i, i, i, i, i, i, 5, 25
- COC(=O)C1=C(C)N(c2ccc(S(N)(=O)=O)cc2)C(=O)C1
→ i, i, -1, i, i, i, i, i, i, -1, 5
- COc1ccc(-c2nnn(Cc3ccccc3F)n2)cc1
→ i, i, -7, i, i, i, i, i, i, 1, 5
- O=C(COC(=O)c1ccc(F)c(S(=O)(=O)N2CCCCC2)c1)NCc1ccc(F)cc1
→ i, i, -9, i, i, i, i, i, i, -1, -12
- Cc1ccnc(N2CCCC(C(=O)NCc3cccs3)C2)n1 (configuration not stated)
→ i, i, -6, i, i, i, i, i, i, -2, 4
- COc1cccc(NC(=O)NCc2ccc(F)cc2)c1
→ i, i, -10, i, i, i, i, i, i, 0, -8
- COC(=O)Nc1[nH]ncc1[N+](=O)[O-]
→ i, i, 1, i, i, i, i, i, i, x, 2
- COc1ccc(S(=O)(=O)N2CCC(C(=O)NCCc3ccccc3)CC2)cc1OC
→ i, i, -8, i, i, i, i, i, i, 5, -14
- COC(=O)C(NS(=O)(=O)c1ccc(F)cc1)c1ccccc1 (configuration not stated)
→ i, i, -2, i, i, i, i, i, i, 8, -4
- CCN(CC)S(=O)(=O)c1ccc(C(=O)N2CCN(CCN3C(=O)c4cccc5cccc(c45)C3=O)CC2)cc1
→ x, x, 0, i, i, i, i, i, i, -12, 1
- O=S(=O)(Cc1ccccc1Cl)N1CCCC1
→ i, i, -12, i, i, i, i, i, i, -7, -8
- Cc1cccc(N2CCN(Cc3nc(-c4ccc(F)cc4F)oc3C)CC2)n1
→ i, i, -23, i, i, i, i, i, i, 0, 1
- O=C(/C=C/c1ccccc1)c1cc(Br)ccc(=O)c1O
→ i, i, 12*, 100*, i, i, i, 22*, i, 8, 98*
- Cn1c2c(c(=O)n(C)c1=O)C(c1ccccc1F)C(C#N)=C(N)O2 (configuration not stated)
→ i, i, -11, i, i, i, i, i, i, 6, -10
- O=[N+]([O-])c1cnc2nc(-c3ccncc3)nn2c1O
→ i, i, -4, i, i, i, i, i, i, 13, 10
- C=CCNC(=O)C1CCCN(S(=O)(=O)c2ccc(-n3cnnn3)cc2)C1 (configuration not stated)
→ i, i, -3, i, i, i, i, i, i, 2, 3
- COc1ccc(CCN(C)C(=O)c2cc(S(=O)(=O)N3CCCCC3)ccc2Cl)cc1OC
→ i, i, -12, i, i, i, i, i, i, -8, -9
- CCOC(=O)c1cnc2c(c(C)nn2-c2ccc(C)cc2)c1Cl
→ i, i, -6, x, i, i, i, i, i, x, 1
- CC(C)c1ccc2[nH]c(O)c(N=NC(=O)c3cccc(S(=O)(=O)Nc4ccc(Cl)cc4)c3)c2c1
→ i, i, -11, i, i, i, i, i, i, 4, 11
- C#CCn1c(=NC(=O)CN2C(=O)CCC2=O)sc2cc(S(N)(=O)=O)ccc21
→ i, i, -6, i, i, i, i, i, i, 7, -4
- C/C=C/c1ccc(OCC(=O)OCc2csc(Nc3ccc(C)cc3)n2)c(OC)c1
→ i, i, 2, i, i, i, i, i, i, 15, 29
- CCCCCC(=O)Nc1nnn(CCC)n1
→ i, i, -11, i, i, i, i, i, i, -1, 1
- CC(C)Oc1ccc(C(=O)Nc2nc3ccccc3[nH]2)cc1
→ i, i, -10, i, i, i, i, i, i, -14, 55*
- CCC(NC(=O)c1ccccc1NC(=O)C(C)(C)C)C(=O)N1CCCC1 (configuration not stated)
→ i, i, -4, i, i, i, i, i, i, -1, -3
- COc1ccc(-c2cc(C(=O)Nc3cc(C)n(Cc4ccc(Cl)cc4)n3)no2)cc1OC
→ i, i, -7, i, i, i, i, i, i, -6, -2
- Cc1cccc(C)c1NC(=O)COC(=O)c1ccccc1[N+](=O)[O-]
→ i, i, -4, i, i, i, i, i, i, -5, -9
- Cc1ccc(CN2CCN(Cc3ccccn3)CC2CCO)cc1 (configuration not stated)
→ i, i, -11, i, i, i, i, i, i, -1, 5
- CCCN1CCC(=O)N([C@H](CSc2ccc(OC)cc2)Cc2ccccc2)CC1
→ i, i, -13, i, i, i, i, i, i, 3, -2
- COc1ccc(C(=O)N2CCC(C(=O)Nc3ccccc3OC)CC2)cc1
→ i, i, -5, i, i, i, i, i, i, -1, 5
- COc1cccc(C(=O)NCCS(=O)(=O)N2CCC(C)CC2)c1
→ i, i, -10, i, i, i, i, i, i, 2, -3
- CCOC(=O)c1[nH]c(C)c(C(=O)NCC2CCCO2)c1C (configuration not stated)
→ i, i, -6, i, i, i, i, i, i, -5, x
- CC(C)N(Cc1ccccc1)C(=O)CCS(=O)(=O)c1ccc2c(c1)oc(=O)n2C
→ i, i, -6, i, i, i, i, i, i, -6, 3
- CC1(OC(=O)c2ccc(Cl)nc2)C(=O)C=C2C=C(C3CC3)OC=C2C1=O (configuration not stated)
→ x, x, -4, i, i, i, i, i, i, 5, 13
- Cc1ccc(NP(=O)(c2ccc(N(C)C)cc2NC(=O)c2cccs2)N2CCOCC2)cc1Cl (configuration not stated)
→ i, i, -13, i, i, i, i, i, i, 13, 32
- Cc1c(N=c2c(=O)c3ccccc3c2=O)c(=O)n(-c2ccccc2)n1C
→ x, x, -5, i, i, i, i, i, i, 7, 13
- CCCn1c(=O)c2ccccc2n2c(SCCOc3ccc(C)cc3)nnc12
→ i, i, -2, i, i, i, i, i, i, -2, -12
- COc1cc(/C=C2/SC(=NCc3ccccc3)N(Cc3ccccc3)C2=O)ccc1O
→ i, i, -6, i, i, i, i, i, i, 9, 85*
- Cc1ccc(OCC(=O)N2CCc3ccccc32)cc1
→ i, i, -8, i, i, i, i, i, i, -3, 11
- O=C1c2cccc3cccc(c23)C(=O)N1c1nncs1
→ i, i, -8, i, i, i, i, i, i, 8, -2
- CCOc1ccc(-c2c(C(=O)N/N=C(\C)c3cccs3)nnn2-c2nonc2N)cc1
→ i, i, -2, i, i, i, i, i, i, -10, 3
- COc1ccc(C(=O)C2CCCN(C(=O)c3cnsn3)C2)c(C)c1 (configuration not stated)
→ i, i, -14, i, i, i, i, i, i, x, -9
- CCOC(=O)C1=C(N)N2C(=O)C(C)SC2=C(C(=O)OC)C1c1cccc(OC)c1 (configuration not stated)
→ i, i, -4, i, i, i, i, i, i, 2, 1
- CCN(CC(=O)Nc1cccc(OC)c1)CC(=O)Nc1ccc(Br)c(C)c1
→ i, i, -12, i, i, i, i, i, i, -8, 14

# (list continues)
# Sequence of screens – KCNK3 block, TMEM16A act, hERG protect, ANO1 block, RGS4 block, KCNK9 block, KCNQ1 block, KCNQ1 act, RGS4 pot, HDAC3 inh, SKKanGAS inh
- O=C(Nc1ccccc1N1CCCCC1)c1ccc(OC(F)F)cc1
→ -12*, i, -1, i, i, -7.3*, i, i, i, -5, 7
- Cn1c(=O)n(C)c2cc(C(=O)O)ccc21
→ i, i, -1, i, i, i, i, i, i, -2, -2
- CC(=O)Nc1ccc(SCc2c(C)noc2C)cc1
→ i, i, -10, i, i, i, i, i, i, 6, -2
- COc1cccc(N2CC(=O)N(NC(=O)CSc3nc(C)cc(C)c3C#N)CC2=O)c1
→ i, i, -11, i, i, i, i, i, i, -7, -4

# From PubChem BioAssay
